DT40 TDP1 no CPT = qHTS for Inhibitors of human tyrosyl-DNA phosphodiesterase 1 (TDP1): qHTS in cells in absence of CPT; DT40 Tdp1-/- hTDP1 cells, no CPT, ATP luminescence, 48 h; Potency, µM (highest dose often 46.2 µM), inactives show at the highest dose activity change, negative = growth inhibition, actives largely listed as inhibitors; 420,000 tested, 15% active; AID 686978, 2013; further: nearly all actives have a fitted effect of over 55% in size
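DT40 Tdp1-/-;hTDP1 cells, no CPT (DMSO vehicle only), 400 cells/well; compounds pin-transferred; ≥48 hr, 37 °C; CellTiter-Glo 30 min RT dark, luminescence read.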
DT40 TDP1 CPT = qHTS for Inhibitors of human tyrosyl-DNA phosphodiesterase 1 (TDP1): qHTS in cells in presence of CPT. 420,000 tested, 12% active. AID 686979, 2013. Potency, µM (titrated, usually from 46.2 µM), inactives show at the highest dose activity change, negative = growth inhibition, most hits filed as inhibitors. chicken DT40 Tdp1-/-;hTDP1 cells + 20 nM CPT, ATP luminescence, 48 h; further: nearly all actives have a fitted effect of over 55% in size
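Chicken DT40 Tdp1-/- cells complemented with human TDP1, 400 cells/well, exposed to compounds plus 20 nM camptothecin for at least 48 h at 37 C; viability read as ATP content by CellTiter-Glo luminescence.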
TDP1 inh = qHTS Assay for Inhibitors of Tyrosyl-DNA Phosphodiesterase (TDP1); Tyrosyl-DNA phosphodiesterase 1 (Homo sapiens), Q9NUW8; recombinant TDP1, AlphaScreen DNA substrate cleavage; Potency, µM (highest dose often 130 µM), for inactives: at the top dose activity change, negative = inhibition, most hits filed as inhibitors; 350,000 tested, 0.28% active; further: nearly all actives have a fitted effect of over 40% in size
Target sequence (Q9NUW8 whole entry, looked up): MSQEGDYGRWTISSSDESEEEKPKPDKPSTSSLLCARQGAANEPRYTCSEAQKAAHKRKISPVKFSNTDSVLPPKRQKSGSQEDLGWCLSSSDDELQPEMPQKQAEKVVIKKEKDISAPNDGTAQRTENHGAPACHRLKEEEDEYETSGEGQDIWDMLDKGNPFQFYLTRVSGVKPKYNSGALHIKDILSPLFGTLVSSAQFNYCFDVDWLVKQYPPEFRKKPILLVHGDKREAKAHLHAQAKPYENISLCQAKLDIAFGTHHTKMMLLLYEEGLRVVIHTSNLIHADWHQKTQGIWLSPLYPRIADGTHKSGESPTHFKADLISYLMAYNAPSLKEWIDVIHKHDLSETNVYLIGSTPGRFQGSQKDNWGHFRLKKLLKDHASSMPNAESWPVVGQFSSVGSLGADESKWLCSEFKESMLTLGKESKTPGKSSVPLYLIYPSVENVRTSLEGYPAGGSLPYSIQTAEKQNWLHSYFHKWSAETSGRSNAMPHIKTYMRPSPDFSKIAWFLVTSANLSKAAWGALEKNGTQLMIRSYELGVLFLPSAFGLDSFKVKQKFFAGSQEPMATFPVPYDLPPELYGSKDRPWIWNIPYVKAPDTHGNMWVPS
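Steps: enzyme plus compound, 15 min RT; add biotin/phosphotyrosine-FITC oligonucleotide (15 nM final), react 5 min; add donor/acceptor beads (10 ug/ml final), 10 min; read AlphaScreen. Tdp1 at 1 nM final.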
* hit, by the source's call; ? = inconclusive; . = no result given; & = joins results of further samples; [ ] = another dose, or the depositor's remark. The call rests on the fitted dose curve; in most records, active means well fitted curve in the direction sought with a large enough effect; inconclusive means small, poorly fitted or top-dose-only effect, or another doubt; inactive means no such curve, though single readings can be large; an effect the other way counts as inactive or inconclusive. On the % scale 0 is the no-effect control and ±100 the full control effect; potency means the concentration at half of the fitted maximal effect.

Start of the listing, in advance (22 entries):
nr	canonical_smiles	DT40 TDP1 no CPT	DT40 TDP1 CPT	TDP1 inh
1	COC(=O)c1sc(N2C(=O)c3oc4ccccc4c(=O)c3C2c2ccc(O)cc2)nc1C (centres undefined)	-2%	-19%	1%
2	Cc1cc(Br)ccc1NC(=O)CCN1C(=O)c2ccncc2C1=O	0%	-3%	-8%
3	CSc1nc(C)c(C(=O)C[n+]2ccccc2C)cc1C#N	?	?	3%
4	O=C(COC(=O)c1ccccc1OC(F)F)Nc1ccc(N2CCCCC2)cc1	-16%	-8%	3%
5	COc1ccc2c(c1)O/C(=C\c1ccccc1O)C2=O	?	0%	.
6	COCCn1c(Cc2ccccc2)nnc1SCC(=O)NC(C)C	-14%	-6%	2%
7	CCOc1ccccc1C(=O)NC(C(=O)Nc1cccnc1)C(C)C (centres undefined)	6%	6%	8%
8	CCN(CC)S(=O)(=O)c1ccc(Cl)c(NC(=O)COC(=O)c2ccc([N+](=O)[O-])o2)c1	-4%	?	.
9	NS(=O)(=O)c1ccc(CCNC(=O)C2CC(=O)N(Cc3ccccc3Cl)C2)cc1 (centres undefined)	13%	-3%	1%
10	CCOC(=O)C1CCN(CC(=O)c2c(C)[nH]c3cc(C)ccc23)CC1	-21%	4%	-1%
11	CCOC(=O)CSc1nc2c(sc(=S)n2CCc2ccccc2)c(=O)n1Cc1ccco1	16µM*	21µM*	1%
12	Cc1cccc(NC(=O)Cn2nc(N3CCN(c4ccccc4)CC3)ccc2=O)c1C	?	?	3%
13	COc1ccc(NC(=O)CSc2ncnc3sc(C)cc23)cc1	-17%	-4%	1%
14	O=C(NCc1ccccc1Cl)c1ccc(CS(=O)(=O)c2ccccc2)o1	-23%	-16%	1%
15	COc1ccc(-c2cc(C(C)=O)c(C)n2CCC(=O)NC2CCCCC2)cc1	?	23µM*	3%
16	CC(C(=O)N(C1CC1)C1(C(=O)Nc2ccccc2)CCCC1)N1C(=O)c2ccccc2C1=O (centres undefined)	-22%	-15%	3%
17	CCCN(CC(=O)Nc1ccc(F)c(F)c1F)C(=O)c1ccc(N2CCCC2=O)cc1	-29%	1%	1%
18	COc1cc(NC(=O)CSc2nc3nc(C)c(Cc4ccccc4Cl)c(C)n3n2)cc(OC)c1	?	?	0%
19	Cc1ccc(C(=O)Nc2cc(C)nn2CCC#N)cc1	-14%	4%	8%
20	O=C(OCc1ccccc1F)c1cc(S(=O)(=O)N2CCCCC2)ccc1N1CCOCC1	?	?	.
21	CCn1c(=O)c(C(=O)NCc2ccccc2Cl)c(O)c2ccccc21	?	?	.
22	Cc1cccc(S(=O)Cc2ccc(C(=O)N3CCOCC3)o2)c1 (centres undefined)	24%	-9%	5%

This part in full, previewed entries included:
nr	canonical_smiles	DT40 TDP1 no CPT	DT40 TDP1 CPT	TDP1 inh
1	COC(=O)c1sc(N2C(=O)c3oc4ccccc4c(=O)c3C2c2ccc(O)cc2)nc1C (centres undefined)	-2%	-19%	1%
2	Cc1cc(Br)ccc1NC(=O)CCN1C(=O)c2ccncc2C1=O	0%	-3%	-8%
3	CSc1nc(C)c(C(=O)C[n+]2ccccc2C)cc1C#N	?	?	3%
4	O=C(COC(=O)c1ccccc1OC(F)F)Nc1ccc(N2CCCCC2)cc1	-16%	-8%	3%
5	COc1ccc2c(c1)O/C(=C\c1ccccc1O)C2=O	?	0%	.
6	COCCn1c(Cc2ccccc2)nnc1SCC(=O)NC(C)C	-14%	-6%	2%
7	CCOc1ccccc1C(=O)NC(C(=O)Nc1cccnc1)C(C)C (centres undefined)	6%	6%	8%
8	CCN(CC)S(=O)(=O)c1ccc(Cl)c(NC(=O)COC(=O)c2ccc([N+](=O)[O-])o2)c1	-4%	?	.
9	NS(=O)(=O)c1ccc(CCNC(=O)C2CC(=O)N(Cc3ccccc3Cl)C2)cc1 (centres undefined)	13%	-3%	1%
10	CCOC(=O)C1CCN(CC(=O)c2c(C)[nH]c3cc(C)ccc23)CC1	-21%	4%	-1%
11	CCOC(=O)CSc1nc2c(sc(=S)n2CCc2ccccc2)c(=O)n1Cc1ccco1	16µM*	21µM*	1%
12	Cc1cccc(NC(=O)Cn2nc(N3CCN(c4ccccc4)CC3)ccc2=O)c1C	?	?	3%
13	COc1ccc(NC(=O)CSc2ncnc3sc(C)cc23)cc1	-17%	-4%	1%
14	O=C(NCc1ccccc1Cl)c1ccc(CS(=O)(=O)c2ccccc2)o1	-23%	-16%	1%
15	COc1ccc(-c2cc(C(C)=O)c(C)n2CCC(=O)NC2CCCCC2)cc1	?	23µM*	3%
16	CC(C(=O)N(C1CC1)C1(C(=O)Nc2ccccc2)CCCC1)N1C(=O)c2ccccc2C1=O (centres undefined)	-22%	-15%	3%
17	CCCN(CC(=O)Nc1ccc(F)c(F)c1F)C(=O)c1ccc(N2CCCC2=O)cc1	-29%	1%	1%
18	COc1cc(NC(=O)CSc2nc3nc(C)c(Cc4ccccc4Cl)c(C)n3n2)cc(OC)c1	?	?	0%
19	Cc1ccc(C(=O)Nc2cc(C)nn2CCC#N)cc1	-14%	4%	8%
20	O=C(OCc1ccccc1F)c1cc(S(=O)(=O)N2CCCCC2)ccc1N1CCOCC1	?	?	.
21	CCn1c(=O)c(C(=O)NCc2ccccc2Cl)c(O)c2ccccc21	?	?	.
22	Cc1cccc(S(=O)Cc2ccc(C(=O)N3CCOCC3)o2)c1 (centres undefined)	24%	-9%	5%
23	O=[N+]([O-])c1ccc(Cl)cc1NCC1CCCO1 (centres undefined)	-4%	-11%	.
24	CCOc1ccccc1NC(=O)C1CCN(S(=O)(=O)Cc2ccccc2)CC1	-22%	5%	0%
25	CCN(CC(=O)NCc1ccncc1)S(=O)(=O)c1cc(Cl)ccc1Cl	-38%	-18%	0%
26	CCC(C)NC(=O)C1CCCN(S(=O)(=O)c2ccc3c(c2)CC(C)N3C(C)=O)C1 (centres undefined)	?	?	.
27	CC(C)(C)C(=O)N1CCN(c2ccc([N+](=O)[O-])c(-n3nc(-c4ccccc4)c4ccccc4c3=O)c2)CC1	?	-28%	6%
28	CCCN1Cc2cccc(C(=O)Nc3ccc(CN4CCCC4)cc3)c2C1=O	23µM*	-3%	-3%
29	COc1ccc(C(=O)OCC(=O)NCc2cccs2)c(OC)c1OC	-15%	-1%	1%
30	CCOc1cc(NC(=O)c2ccccc2C(=O)O)c(OCC)cc1NC(=O)c1ccccc1F	?	-11%	.
31	CC1CC(C)CN(C(=O)c2ccc(Br)c(S(=O)(=O)N3CCOCC3)c2)C1 (centres undefined)	?	-12%	1%
32	CN1CCN(C(=O)c2cc3c(c(-c4cccc(Br)c4)n2)[C@@H](CCO)N(S(=O)C(C)(C)C)C3)CC1 (some centres undefined)	-13%	-4%	.
33	Cc1ccc(CN(C(=O)Nc2cccc(Cl)c2)c2ccccn2)cc1	16µM*	?	.
34	COc1ccccc1N1CCN(CCCCOc2ccc(C)cc2C)CC1	?	?	8%
35	O=C(Nc1nnc(-c2ccco2)o1)C1CCCCC1	-17%	-8%	-6%
36	COc1ccccc1-c1nnc2sc(C3CCCCC3)nn12	?	?	5%
37	O=C(Nn1cnnc1)c1ccc(Cl)cc1	-20%	2%	.
38	CCN(Cc1ccccc1)Cc1c(O)ccc2c(=O)c(-c3ccc(Cl)cc3)c(C(F)(F)F)oc12	-6%	-5%	.
39	O=C(NCc1ccccn1)c1ccco1	12%	-1%	2%
40	COc1ccc(OCC(=O)Nc2ccc3nc(C)sc3c2)cc1	4%	4%	2%
41	COc1ccc(OCc2nc(N)nc(Nc3cccc(C)c3C)n2)cc1	-8%	8%	1%
42	Cc1ccc(CNC(=O)c2ccc3c(=O)n4c(-c5ccc(C)cc5)csc4nc3c2)cc1	9.2µM*	7.3µM*	-1%
43	COc1ccc(-c2noc(CSCC(=O)Nc3cc(OC)c(OC)c(OC)c3)n2)cc1OC	-9%	-2%	4%
44	CCC(=O)NC(=S)Nc1cccc(Cl)c1N1CCCCC1	11µM*	11µM*	4%
45	COc1ccc(/C=C2\N=C(c3ccccc3Cl)NC2=O)cc1	0.82µM*	5.8µM*	.
46	COc1ccc(C2C(C(=O)c3ccco3)=C(O)C(=O)N2CCN2CCOCC2)c(OC)c1 (centres undefined)	2%	5%	.
47	O=C(COCc1cc(-c2ccc3c(c2)OCO3)on1)Nc1cccnc1Cl	10%	-11%	4%
48	COc1ccc(C)cc1NC(=O)CO/N=C(\N)CC(=O)NC1CCCCC1	4%	1%	2%
49	Cc1cccc(C)c1NC(=O)CNC(=O)c1cn(-c2ccccc2)nc1-c1ccccc1	?	?	4%[56.1 µM]
50	c1ccc2nc(-c3ccc(N4CCOCC4)cc3)ccc2c1	-23%	-21%	1%
51	Cc1ccc(S(=O)(=O)N2CC(CO)=CCC2c2ccccc2)cc1 (centres undefined)	?	?	.
52	NC(=O)C1CCN(C2OC(=O)c3ccccc32)CC1 (centres undefined)	-8%	2%	5%
53	Cc1cccc(CSc2cn(CC(=O)N3CCCC3)c3ccccc23)c1	16µM*	26µM*	5%
54	CN(C(=O)c1ccc(NC(=O)Cc2ccc(NC(=O)C3CCCN(C(=O)c4ccccc4)C3)cc2)cc1)C1CC1 (centres undefined)	-21%	-6%	3%
55	CC(=O)C1=C(C)N(Cc2ccccc2)C(=O)N[C@H]1c1cccc(C(F)(F)F)c1	?	?	2%&3%
56	CCOP(=O)(OCC)C(Nc1cccc([N+](=O)[O-])c1)c1ccc(N(C)C)cc1 (centres undefined)	?	-8%	7%
57	O=C(c1ccc2c(c1)OCO2)N1CCc2ccccc2C1	?	?	4%
58	CCCCn1c(N)c(N(CCOC)C(=O)c2cc(-c3ccncc3)nc3ccccc23)c(=O)[nH]c1=O	10%	5%	4%
59	O=C1c2ccc3c4c(ccc(c24)C(=O)N1CCCCO)C(=O)N(CCCCO)C3=O	2.6µM*	2.1µM*	5%
60	CCCSCCCNC(=O)c1ccccc1NC(=O)C1=CSCCO1	?	-29%	4%

Next results
nr	canonical_smiles	DT40 TDP1 no CPT	DT40 TDP1 CPT	TDP1 inh
61	CCN1C(=O)[C@H]2[C@@H](c3ccc(C)cc3)N3C(=O)N(c4cccc(F)c4)C(=O)[C@@]3(CC)[C@H]2C1=O	-6%	?	.
62	COC(=O)c1c(C)[nH]c(C(C)=O)c1C	-26%	3%	3%
63	COc1ccc(NC(=S)N(CCN2CCOCC2)Cc2cc3cc4c(cc3[nH]c2=O)OCCO4)cc1	-27%	?	9%
64	COc1ccc(C(=O)c2coc3ccc(O)c(CN4CCOCC4)c23)cc1	?	12µM*	0%
65	CCOC(=O)N1CCC(NC(=O)C2CCN(S(=O)(=O)N3CCC(C)CC3)CC2)CC1	-25%	-19%	-5%
66	COc1ccc(-c2csc(N3CCN(S(=O)(=O)c4ccc5c(c4)NC(=O)CO5)CC3)n2)cc1	?	?	4%
67	CCCCCCOC(=O)Sc1nc2ccccc2o1	9%	-20%	1%
68	Cc1ccc(OCC(=O)NNC(=O)c2cccnc2)cc1C	-18%	24%	-3%
69	CCOC(=O)c1cc(C(=O)NC(C)c2ccccc2)c(=O)[nH]c1C (centres undefined)	-26%	-12%	2%
70	CCOc1ccc(Cc2nc(-c3nonc3N)no2)cc1OCC	?	?	4%
71	CCOc1cc(/C=C/C(=O)c2ccc3c(c2)OCCO3)ccc1OCC(=O)N(C)C	23µM*	-95%	9%
72	CCCCCCOc1ccc(C(=O)NCCCn2ccnc2)cc1	?	?	5%
73	O=c1oc(-c2ccccc2NS(=O)(=O)c2ccc(Cl)cc2)nc2ccccc12	?	?	6%
74	CN(CC(=O)NCCc1ccc(Cl)cc1)S(=O)(=O)c1ccc2c(c1)c(=O)n(C)c(=O)n2C	?	?	1%
75	COc1ccccc1NC(=O)C1CC(=O)OC1c1ccccc1 (centres undefined)	6%	-14%	0%
76	CC(C)CC1C(C#N)=C(N)SC(N)=C1C#N	-20%	?	5%
77	COc1cc2c(cc1OC)CN(C1CCC(C)CC1)CC2 (centres undefined)	14%	-3%	6%
78	Cc1cc(C)cc(OCCSc2nc3ccc(NC(=O)c4ccc5c(c4)OCO5)cc3s2)c1	5.2µM*	?	2%
79	Cc1onc(-c2ccccc2)c1C(=O)OCC(=O)c1ccc(F)cc1	23µM*	?	.

Whole records, quoted from the list.
`Cc1cc(C)cc(OCCSc2nc3ccc(NC(=O)c4ccc5c(c4)OCO5)cc3s2)c1` is listed as DT40 TDP1 no CPT = 5.2µM*; DT40 TDP1 CPT = ?; TDP1 inh = 2%
`O=c1oc(-c2ccccc2NS(=O)(=O)c2ccc(Cl)cc2)nc2ccccc12` is listed as DT40 TDP1 no CPT = ?; DT40 TDP1 CPT = ?; TDP1 inh = 6%

High-throughput results: PubChem BioAssay, National Center for Advancing Translational Sciences (NCATS)
